IMPase inh: qHTS Assay for Identifying the Cell-Membrane Permeable IMPase Inhibitors; Inositol monophosphatase 1 (Rattus norvegicus), P97697; inhibition (IP1 accumulation), % at 46.1 µM; 120,000 tested, under 10 active; CHO-M1 cells, IP1 accumulation, HTRF TR-FRET ratio; active = well fitted curve in the direction sought with a large enough effect in the signal ratio, not every such curve was filed as active; inconclusive = small, poorly fitted or top-dose-only effect, or a change in a side signal; inactive = no such curve, though single readings can be large or run the other way; the % refers to the signal ratio;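 also: cells stimulated with carbachol in lithium chloride buffer; plate controls were DMSO basal wells for no effect and reference inhibitor wells for full effect; higher means more IMPase inhibition seen as more IP1 and lower FRET ratio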
Target sequence (P97697 whole entry, looked up): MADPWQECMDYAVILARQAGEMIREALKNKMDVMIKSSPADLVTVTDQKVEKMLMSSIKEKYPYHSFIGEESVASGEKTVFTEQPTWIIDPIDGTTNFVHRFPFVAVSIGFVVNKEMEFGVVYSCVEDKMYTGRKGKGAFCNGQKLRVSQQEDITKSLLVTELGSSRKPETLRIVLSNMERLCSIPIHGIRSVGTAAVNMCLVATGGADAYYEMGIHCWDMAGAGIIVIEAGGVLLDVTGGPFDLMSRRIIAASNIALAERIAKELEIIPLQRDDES
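Carbachol-driven Gq signalling in CHO-M1 cells (2000/well) generates IP1. Compounds that block IMPase raise IP1 and so reduce the FRET signal from Eu-anti-IP1 and d2-IP1 after a 10 min room-temperature lysis.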
PNC assembly inh: High Content Assay for Compounds that inhibit the Assembly of the Perinucleolar Compartment; PC3M PTB-GFP, PNC prevalence imaging, 16 h; active compounds read low; AID 2417, 2010; activity change (PNC), negative = inhibition, % at 10 µM; 140,000 tested, 3.1% active;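 active = readout at or below -70, meaning at least 70% loss of cells showing the perinucleolar compartment, a nuclear body marking cancer cells; inconclusive = readout between -30 and a set limit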;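 also: plate controls were DMSO wells for no effect and camptothecin positive control wells for full effect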
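Read-out is percentage of cells bearing a perinucleolar compartment, from automated 20x imaging of fixed, Hoechst-stained PC3M PTB-GFP cells. Cells were seeded 4 h, then exposed 16 h to compound (23 nl of library stock) in duplicate plates.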
ALOX15B inhib: qHTS Assay for Inhibitors of 15-hLO-2 (15-human lipoxygenase 2); AID 881, 2007; purified 15hLO-2, xylenol orange hydroperoxide absorbance; Polyunsaturated fatty acid lipoxygenase ALOX15B (Homo sapiens), O15296; Potency, µM (series often up to 57.1 µM), for inactives: at the top dose activity change, negative = inhibition, most hits filed as inhibitors; 110,000 tested, 0.56% active; also: potency is read from the fitted curve at half-maximal effect; nearly all actives have a fitted effect of over 60% in size; many of its hits are not listed in these tables
Target sequence (O15296 whole entry, looked up): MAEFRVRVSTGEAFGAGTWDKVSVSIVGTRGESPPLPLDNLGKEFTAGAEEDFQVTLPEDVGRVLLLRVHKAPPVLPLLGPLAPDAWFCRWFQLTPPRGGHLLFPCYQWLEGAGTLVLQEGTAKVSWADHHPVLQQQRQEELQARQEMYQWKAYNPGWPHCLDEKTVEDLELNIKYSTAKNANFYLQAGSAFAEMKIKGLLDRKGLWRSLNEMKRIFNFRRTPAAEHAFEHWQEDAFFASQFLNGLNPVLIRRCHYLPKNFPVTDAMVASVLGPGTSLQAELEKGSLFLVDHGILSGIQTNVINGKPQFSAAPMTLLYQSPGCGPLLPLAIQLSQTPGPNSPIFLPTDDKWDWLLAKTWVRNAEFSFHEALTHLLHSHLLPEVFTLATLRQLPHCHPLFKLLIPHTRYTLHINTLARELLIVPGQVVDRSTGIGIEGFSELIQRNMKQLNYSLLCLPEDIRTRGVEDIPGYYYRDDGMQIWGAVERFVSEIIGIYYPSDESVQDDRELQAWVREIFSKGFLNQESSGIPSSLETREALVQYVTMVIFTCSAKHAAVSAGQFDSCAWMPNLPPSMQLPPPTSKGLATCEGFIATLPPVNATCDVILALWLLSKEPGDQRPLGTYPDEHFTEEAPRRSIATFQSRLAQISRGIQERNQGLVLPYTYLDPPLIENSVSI
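Read-out: hydroperoxide product oxidises ferrous iron, measured as xylenol orange complex via the 573-to-405 nm absorbance ratio after 30 min. Reaction: 50 nM enzyme, 15 min compound preincubation, 45 uM arachidonic acid, 90 min RT, Hepes pH 7.5 with Triton X-100.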
ALOX12 inhib: qHTS Assay for Inhibitors of 12-hLO (12-human lipoxygenase). Polyunsaturated fatty acid lipoxygenase ALOX12 (Homo sapiens), P18054. purified 12-hLO, xylenol orange hydroperoxide absorbance. Potency, µM (series often up to 57.1 µM), for inactives: at the top dose activity change, negative = inhibition, usual class: inhibitors. 150,000 tested, 0.12% active. AID 1452, 2008; also: potency is read from the fitted curve at half-maximal effect; nearly all actives have a fitted effect of over 55% in size; many of its hits are not listed in these tables
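Xylenol orange chromogenic assay: hydroperoxide from 12hLO oxidises Fe(II), giving red-shifted Fe(III)-XO absorbance. Conditions: 150 nM enzyme, 40 uM arachidonic acid, 25 mM Hepes pH 7.0, 0.01% Triton X-100, 30 min, room temperature.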
* marks the source's active call; other numbers are inactive results; u = inconclusive; x = no result given; [ ] = dose if it differs, or a comment. Unless noted, calls follow the shape of the dose curve; as a rule, active = well fitted curve in the direction sought with a large enough effect; inconclusive = small, poorly fitted or top-dose-only effect, or another doubt; inactive = no such curve, though single readings can be large; an effect the other way counts as inactive or inconclusive. Unless noted, % is scaled to controls: 0 for no effect and ±100 for the full control effect. Only part of the results is shown; rates above refer to the full screens.

Short forms: A = IMPase inh; B = PNC assembly inh; C = ALOX15B inhib; D = ALOX12 inhib
> O=C(c1ccc2c(=O)n(C3CCCC3)c(=S)[nH]c2c1)N1CCN(C2CCCCC2)CC1
  A: -3 | B: 3 | C: 5% | D: -6%

> Nc1c(-c2ccccc2)c(CN2CCOCC2)nn1-c1ccc(F)cc1
  A: 5 | B: 1 | C: x | D: 2%

> C[C@H]1CC[C@@H]2[C@@H](C)[C@H]3[C@H](C[C@H]4[C@@H]5CC=C6C[C@@H](O[C@]7(O[C@H]8O[C@@H](C)[C@@H](O)[C@@H](O)[C@@H]8O)C[C@@H](O[C@@H]8O[C@H](CO)[C@@H](O)[C@H](O)[C@@H]8O)[C@@H](O)[C@H](CO)O7)CC[C@]6(C)[C@H]5CC[C@@]34C)N2C1
  A: -6[20.6 µM] | B: x | C: 4%[25.6 µM] | D: -1%[25.6 µM]

> CN(C)CCNC(=O)COc1cccc(Cl)c1
  A: -4 | B: 40 | C: 5% | D: 4%

> Cc1ccc(NC(=O)Cn2nc([N+](=O)[O-])c(Br)c2C)cc1C
  A: 8 | B: 64 | C: -1% | D: 2%

> O=[N+]([O-])c1cccc(-c2nc(-c3ccncc3)no2)c1
  A: 11 | B: 2 | C: -2% | D: -1%

> COc1n[nH]c(C(=O)Nc2cc(F)ccc2C)c1[N+](=O)[O-]
  A: x | B: 35 | C: x | D: -2%

> CC1Cn2c(nnc2-c2ccccc2O)S1 (stereo not given)
  A: 2 | B: 9 | C: -2% | D: -5%

> CCOC(=O)c1cccnc1SC(CC)C(=O)NCc1ccco1 (stereo not given)
  A: 3 | B: u | C: -2% | D: 0%

> CCOc1ccccc1NC=C1C(=O)OC2(CCCCC2)OC1=O
  A: 13 | B: 54 | C: -4% | D: -9%

> O=C(CSC1=NCCN1)NC1CCCCCC1
  A: 14 | B: u | C: 0% | D: -3%

> FC(F)(F)c1cccc(NC(=S)NC(c2ccccc2)c2ccccc2)c1
  A: 1 | B: -27 | C: x | D: -29%

> COc1ccc(C(=O)n2nc(C)cc2Nc2ccccc2)cc1
  A: -6 | B: -6 | C: 6% | D: -2%

> COc1cc(/C=N/N2CCN(C3c4ccccc4-c4ccccc43)CC2)ccc1O
  A: 12 | B: 67 | C: 5% | D: 0%

> Cc1ccccc1NS(=O)(=O)c1cc(C(=O)NCCSC2CCCCC2)ccc1C
  A: -7 | B: u | C: u | D: -9%

Reprinted from the part before: 2 entries; new compounds follow.
Short forms: A = IMPase inh; B = PNC assembly inh; C = ALOX15B inhib; D = ALOX12 inhib
> COc1cc(/C=N/N2CCN(C3c4ccccc4-c4ccccc43)CC2)ccc1O
  A: 12 | B: 67 | C: 5% | D: 0%

> Cc1ccccc1NS(=O)(=O)c1cc(C(=O)NCCSC2CCCCC2)ccc1C
  A: -7 | B: u | C: u | D: -9%

> O=C(NCC1CCCO1)c1ccc(Cl)c(F)c1F (stereo not given)
  A: 7 | B: 19 | C: 17% | D: 0%

> Cc1nc(SC2CC(=O)N(c3ccc([N+](=O)[O-])cc3)C2=O)nc2c1CCCC2 (stereo not given)
  A: u | B: 17 | C: -14% | D: -2%

> O=C(CCN1C(=O)c2ccccc2C1=O)Nc1ccccc1C(=O)N1CCOCC1
  A: 0 | B: -29 | C: -10% | D: -1%

> O=c1c(Cc2ccc(F)cc2)c(O)ccn1C1CCCCC1
  A: 4 | B: 0 | C: -2% | D: -7%

> COC(=O)CC1=Nc2ccccc2NC(=O)C1
  A: 1 | B: -7 | C: -4% | D: -1%

> CCCCNc1nc2c(c(=O)n(C)c(=O)n2C)n1Cc1cccc(OC)c1
  A: -12 | B: -17 | C: x | D: 3%

> CCCOc1ccccc1C(=O)N(Cc1cccs1)C1CCS(=O)(=O)C1 (stereo not given)
  A: -2 | B: 18 | C: -9% | D: -1%

> COc1ccc(CN(C(=O)CSc2nnc(-c3ccc(F)cc3)o2)c2ccc(F)cc2)cc1
  A: 2 | B: -22 | C: 0% | D: -3%

> O=C(NCc1ccco1)c1cc2cc3ccc(Cl)cc3nc2o1
  A: 4 | B: u | C: u | D: -10%

> Cc1ccc(C2(C)NC(=O)N(CC(=O)Nc3cc(S(=O)(=O)N4CCOCC4)ccc3C)C2=O)cc1 (stereo not given)
  A: x | B: -115* | C: x | D: -4%

> CC12CCC(=O)N1C(C(=O)O)Cc1c2[nH]c2ccccc12 (stereo not given)
  A: 4 | B: 1 | C: -2% | D: 2%

> CCN(CC)S(=O)(=O)c1cccc(C(=O)OCC(=O)c2ccc3c(c2)NC(=O)CO3)c1
  A: 2 | B: 10 | C: 2% | D: 6%

> CCN(CC)c1ccc2cc(-c3nnc(-c4ccccc4)o3)c(=O)oc2c1
  A: 0 | B: -100* | C: x | D: 1%

> Cc1cc(C(=O)Nc2nc3c(C)cccc3s2)c(C)o1
  A: -4 | B: u | C: 1% | D: 0%

> CCOP(=O)(OCC)C(Nc1ccccc1)c1cc(OC)ccc1OC (stereo not given)
  A: x | B: u | C: x | D: 5%

(list continues)
Short forms: A = IMPase inh; B = PNC assembly inh; C = ALOX15B inhib; D = ALOX12 inhib
> CCn1c(O)c(C=NC2CCCC2)sc1=S
  A: -4 | B: u | C: u | D: u

> O=C(Nc1ccc(-c2nc3ncccc3o2)cc1)c1ccc(Br)o1
  A: -8 | B: 5 | C: x | D: -3%

> O=C(N/N=C/c1ccncc1)c1cc2ccccc2o1
  A: x | B: -14 | C: x | D: -2%

> CC(C)(C)OC(=O)[C@H]1[C@H](c2ccc([N+](=O)[O-])cc2)C2(C(=O)c3ccccc3C2=O)C2c3ccccc3C=NN21 (stereo not given in full)
  A: x | B: u | C: x | D: -9%

> c1ccc2c(c1)OCCOCCOCCOCCOCCOc1ccccc1OCCOCCOCCO2
  A: x | B: 44 | C: x | D: 4%

> COc1ccc(S(=O)(=O)NCCC(C)C)cc1OC
  A: 7 | B: 21 | C: 5% | D: 0%

> Cc1cc(=S)cc(C)n1CCCn1ccnc1
  A: 1 | B: 15 | C: -3% | D: -10%

> COC(=O)C(/C=N/OCc1ccc([N+](=O)[O-])cc1)NC(=O)c1cccc(Cl)c1 (stereo not given)
  A: -3 | B: -98* | C: -5% | D: -11%

> CCOc1ccc(C(=O)CCc2nc3ccccc3s2)cc1
  A: 10 | B: 88 | C: -6% | D: 3%

> Cc1[nH]n2c(=O)c(C#N)c(-c3ccccc3)nc2c1-c1ccccc1
  A: -3 | B: u | C: -7% | D: 5%

> CC(=O)Nc1cccc(NC(=O)CSc2ccc(C(F)(F)F)cc2[N+](=O)[O-])c1
  A: 1 | B: -9 | C: -9% | D: -20%

> CC[N+](C)(CC)CCN1C(=O)c2ccccc2S1(=O)=O
  A: x | B: x | C: 1%[11.4 µM] | D: 3%[11.4 µM]

> N#CC(C#N)=Cc1cn(-c2ncc(C(F)(F)F)cc2Cl)c2ccccc12
  A: -10[1.84 µM] | B: -13 | C: 8%[11.4 µM] | D: -9%

> O=c1c(-c2ccc(Cl)cc2)nc2cncnc2n1Cc1ccc(F)cc1
  A: x | B: x | C: 11% | D: -2%

> CC(C)Cc1nc2oc3c(Cl)ncnc3c2c2c1CCC2
  A: 10 | B: -8 | C: 0% | D: -1%

Additional structures follow.
Short forms: A = IMPase inh; B = PNC assembly inh; C = ALOX15B inhib; D = ALOX12 inhib
> COC(=O)CC(N)c1ccc(OC)c2ccccc12 (stereo not given)
  A: 1 | B: 6 | C: 13% | D: 3%

> CC1=C(C(=O)Nc2ccccc2C)C(c2ccccc2)NC(=O)N1 (stereo not given)
  A: -7 | B: u | C: -2% | D: 1%

> COc1ccc(/C(N)=N/OC(=O)COc2ccccc2Cl)cc1
  A: x | B: 67 | C: x | D: 6%

> Cc1sc2nc(C3CC3)nc(SCC(=O)N3CCc4ccccc4C3)c2c1C
  A: -2[1.84 µM] | B: u | C: -7%[11.4 µM] | D: 8%

> COc1ccc(C2=NN(C(=S)Nc3ccccc3)C(c3ccccc3)C2)cc1 (stereo not given)
  A: x | B: -4 | C: x | D: 2%

> c1ccc(-c2ccc(N3CC[C@@]4(CCCNC4)C3)cc2)cc1
  A: x | B: x | C: -1% | D: -4%

> Cc1onc(-c2ccccc2Cl)c1C(=O)Nc1nc2c(s1)CCCC2
  A: 2 | B: u | C: 44%[activator] | D: 10%

> CN(Cc1c(F)cccc1Cl)c1ccc(S(=O)(=O)N2CCOCC2)cn1
  A: 7 | B: u | C: -4% | D: 0%

> Cc1nn2c(=O)cc(COC(=O)c3ccc(S(=O)(=O)N4CCCCC4)cc3)nc2s1
  A: -8 | B: 0 | C: 0% | D: -5%

> Nc1ccc(-c2nc3ccc(-c4nc5ccc(N)cc5[nH]4)cc3[nH]2)cc1
  A: u | B: x | C: 15%[0.0915 µM] | D: 0%[0.00818 µM]

> COn1c(SCC(N)=O)nc2ccccc2c1=O
  A: -4 | B: u | C: -4% | D: 0%

> O=S(=O)(CCc1ccccc1)N1CCOCC1
  A: -6 | B: u | C: -7% | D: -1%

> COc1ccc(CNC(=O)COC(=O)c2cc(-c3cccs3)nc3ccccc23)cc1OC
  A: -14 | B: -5 | C: u | D: 0%

> Cc1ccc(N2CCN(CC(=O)Nc3c(C(=O)C4CC4)oc4ccccc34)CC2)cc1
  A: 7 | B: u | C: 19% | D: 2%

> O=C(CCn1c(=O)[nH]c2ccccc2c1=O)N1CCN(c2cccc(C(F)(F)F)c2)CC1
  A: 1 | B: -10 | C: 1% | D: -7%

The last two entries of the part above are carried over, then new ones follow:
Short forms: A = IMPase inh; B = PNC assembly inh; C = ALOX15B inhib; D = ALOX12 inhib
> Cc1ccc(N2CCN(CC(=O)Nc3c(C(=O)C4CC4)oc4ccccc34)CC2)cc1
  A: 7 | B: u | C: 19% | D: 2%

> O=C(CCn1c(=O)[nH]c2ccccc2c1=O)N1CCN(c2cccc(C(F)(F)F)c2)CC1
  A: 1 | B: -10 | C: 1% | D: -7%

> CC1(C)OC(=O)N(c2ccccn2)C1(C)O (stereo not given)
  A: 1 | B: u | C: 5% | D: 6%

> Cc1ccc(S(=O)(=O)N2CCC(C(=O)Nc3nnc(C45CC6CC(CC(C6)C4)C5)s3)CC2)cc1
  A: 4 | B: 116 | C: -24% | D: 2%

> Cc1cccc(NC(=O)c2sc(NC(=O)c3ccco3)c(C#N)c2C)c1C
  A: 4 | B: 20 | C: 2% | D: 2%

> Cc1ccc(OCCCn2ccnc2)c([N+](=O)[O-])c1
  A: x | B: u | C: x | D: 0%

> Cc1[nH]c2ccccc2c1C(=O)CSC(=S)N(C)C
  A: x | B: 1 | C: x | D: -2%

> CC(=O)c1nc(N2C(=O)CC(Cc3cccc(C)c3)C2=O)sc1C (stereo not given)
  A: -11 | B: -13 | C: 4% | D: -5%

> O=C1CSC(=Nc2ccc(O)cc2)N1c1ccc(O)cc1
  A: 1 | B: -21 | C: -1% | D: 1%

> COc1ccc(CCNS(=O)(=O)c2ccc(S(=O)(=O)N3CCCC3)cc2)cc1OC
  A: -1 | B: -12 | C: -9% | D: -3%

> CC(NC(=O)c1ccc([N+](=O)[O-])cc1[N+](=O)[O-])c1ccc(-c2ccccc2)cc1 (stereo not given)
  A: x | B: u | C: x | D: -2%

> CC1=CC(C)(C)Nc2ccc(OS(=O)(=O)c3ccc(C)cc3)cc21
  A: 3 | B: -15 | C: -29% | D: -29%

> CCn1c(SCc2ccccc2)nnc1-c1ccc(S(=O)(=O)N2CCCCC2)cc1
  A: 6 | B: u | C: -1% | D: -7%

> S=c1[nH]nc(-c2ccncc2)n1Cc1ccco1
  A: 3 | B: 23 | C: -2% | D: -3%
